Assay outcomes (PubChem BioAssay)
GPR35 arrestin U2OS: GPR35 antagonists blocking zaprinast-driven arrestin recruitment, primary screen, imaging, U2OS, beta-arrestin-GFP, zaprinast agonist (AID 2058); actives 0.052% (n = 290,000); G-protein coupled receptor 35 (Homo sapiens); inhibition, % at 10 µM; hits with a dose series show IC50 in µM; U2OS GPR35 beta-arrestin-GFP translocation imaging, zaprinast antagonism; higher % means a stronger effect;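 active = inhibition of at least 50% with at least 30 cells and total cytoplasm GFP at most 10,000,000; inconclusive = under 30 cells or total GFP of 10,000,000 plus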
RSV CPE inhibition: RSV antiviral activity via CPE protection, HEp-2 cells, primary 10 µM value included (AID 2391); HEp-2 cells, RSV-induced CPE inhibition; higher % means a stronger effect; CPE inhibition, % at 10 µM; hits with a dose series show IC50 in µM; actives 0.13% (n = 310,000); in the data active = a potency from the dose series; inconclusive = CPE inhibition mostly from about 23% at the one dose, without a potency; inactive = the rest, 99 in 100 with CPE inhibition below about 21%; also: strong numbers were not always called active
GPR55 antagonists: GPR55 antagonists blocking LPI-driven arrestin recruitment, primary screen, imaging, U2OS, beta-arrestin-GFP, LPI agonist (AID 2013); G-protein coupled receptor 55 (Homo sapiens); inhibition, % at 10 µM, or IC50 in µM where a hit was titrated; actives 0.13% (n = 290,000); U2OS GPR55 beta-arrestin-GFP translocation imaging, LPI antagonism; higher % means a stronger effect;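 active = spots per cell inhibited over 60%, with over 100 cells counted and total cytoplasm intensity under 500,000; inconclusive = wells with under 100 cells, flagged as likely toxic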;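 also: U2OS cells stably carrying GPR55 and arrestin-GFP stimulated by 5 µM LPI near EC80; imaged beta-arrestin-GFP aggregate spots per cell after agonist stimulation; plate controls were LPI-stimulated DMSO wells for no effect and DMSO wells without LPI for full effect; some results filed as inactive read as strong as hits; confirmed hits need IC50 under 10 µM and bright autofluorescent wells are also inconclusive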
MgcRacGAP inhibition: MgcRacGAP GTPase-activating activity inhibitors, confirmation, biochemical, ADP Hunter fluorescence; MgcRacGAP-stimulated Rac1 GTP hydrolysis, ADP Hunter fluorescence; higher % means a stronger effect; GST-tagged Rac1 F28L mutant substrate; Rac GTPase-activating protein 1 (Homo sapiens); inhibition, % at 30 µM, or IC50 in µM where a hit was titrated; AID 624330, 2012; actives 0.6% (n = 340,000);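 active = first-screen hits whose inhibition reached a set limit at any dose in the follow-up dose series; inconclusive = inhibition above the set first-screen limit but never retested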;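 also: fluorescence reports GDP produced by GAP-driven GTP hydrolysis; strong numbers were not always called active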
SV40 large T antigen: SV40 large T antigen inhibitors, biochemical (AID 1903); SV40 large T antigen ATPase/helicase inhibition assay; higher % means a stronger effect; inhibition, % at 20 µM; hits with a dose series show IC50 in µM; actives 0.39% (n = 310,000); in the data active = a potency from the dose series; inconclusive = inhibition mostly from about 32% at the one dose, without a potency; inactive = the rest, 99 in 100 with inhibition below about 32%; also: strong numbers were not always called active
Dengue-2 NS5 capping: Dengue-2 NS5 methyltransferase inhibitors, primary screen, biochemical, confirmation dose response (AID 588689); Genome polyprotein (Dengue virus type 2 (strain 16681-PDK53)); actives 0.3% (n = 340,000); Dengue-2 NS5 methyltransferase capping enzyme assay, biochemical; higher % means a stronger effect; one-dose inhibition, % at 25 µM; IC50 in µM for titrated hits; in the data active = a potency from the dose series; inconclusive = inhibition above about 29% without an active follow-up result
HIV peptide binding: inhibitors of HIV fusion peptide binding, primary screen, biochemical, uHTS, fluorescence dequenching (AID 1986) | cell-free peptide binding, fluorescence dequenching, 30 min; higher % means a stronger effect | inhibition, % at 20 µM, or IC50 in µM where a hit was titrated | actives 0.3% (n = 290,000); in the data active = inhibition mostly above about 52%, no sharp cut-off; inactive = mostly below about 76%; also: some results filed as inactive read as strong as hits
Salmonella PhoP GFP: inhibitors of PhoP regulon expression, primary screen, Salmonella Typhimurium, GFP reporter (AID 1863); one-dose inhibition, % at 50 µM; IC50 in µM for titrated hits; S. Typhimurium PhoP-regulated promoter GFP reporter, 4 h; higher % means a stronger effect; actives 0.16% (n = 300,000);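 active = inhibition over 29.93%, a cutoff 3 SD above the screen mean, later confirmed by dose response; inconclusive = inhibition over 29.93% but no dose response follow-up; inactive = inhibition at most 29.93% or unconfirmed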;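 also: 0% = low Mg2+ inducing control and 100% = high Mg2+ repressing control; strong numbers were not always called active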
K1F lysis inhibition: inhibition of K1F phage lysis, E. coli UTI89, bacterial capsule biogenesis inhibitors, alamar blue (AID 488966); E. coli UTI89 K1F phage lysis, alamar blue, 2 h; higher % means a stronger effect; inhibition, % at 100 µM; hits with a dose series show IC50 in µM; actives 0.02% (n = 340,000);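 active = phage lysis inhibition, versus mean bacterial control, above a set limit; inconclusive = no clear call, values can overlap the other calls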;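 also: capsule biogenesis inhibitors block K1F phage lysis so surviving cells raise fluorescence; higher fluorescence means more inhibition of phage lysis; actives were called in the ten point dose series up to 300 µM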
* marks the source's active call; other numbers are inactive results; ? = inconclusive; . = not tested or not shown; [ ] = another dose, or the depositor's remark.

Order of results: GPR35 arrestin U2OS	RSV CPE inhibition	GPR55 antagonists	MgcRacGAP inhibition	SV40 large T antigen	Dengue-2 NS5 capping	HIV peptide binding	Salmonella PhoP GFP	K1F lysis inhibition
1. O=C(/C=C/c1ccccc1)Oc1coc(CSc2ncccn2)cc1=O
 : -11%	1.0%	11%	15%	14%	4%	6.5%	0%	-0.2%
2. COc1ccc(C2C(C(=O)O)CCC(=O)N2c2ccc(OC)cc2)cc1 (configuration not stated)
 : 10%	1.3%	4%	-3%	11%	1%	-0.4%	6%	3.9%
3. CCOc1ccc2[nH]c3ncccc3c(=O)c2c1
 : 6%	6.4%	22%	3%	22%	0%	0.8%	-2%	0.5%
4. C/C(=N\NC(=O)c1ccc(F)cc1)c1cccc(NC(=O)c2ccco2)c1
 : 8%	0.4%	22%	6%	1%	0%	0.4%	-5%	-0.5%
5. CCN1C(=O)C(CC(=O)Nc2ccccc2)S/C1=N\c1ccccn1 (configuration not stated)
 : 8%	3.4%	0%	1%	9%	-4%	-0.8%	-4%	-0.4%
6. CC(C)CCNC(=O)CN(CC1CCCO1)C(=O)CCC(=O)Nc1ccccn1 (configuration not stated)
 : 1%	1.8%	-8%	2%	6%	-1%	-2.0%	-3%	0.7%
7. O=C(O)c1ccc(Br)c(S(=O)(=O)N2CCCC2)c1
 : -3%	1.4%	5%	14%	12%	-1%	1.7%	6%	2.0%
8. CC(C)(C)OC(=O)NCCCC[C@H](NC(=O)c1nc[nH]c1C(=O)N1CCc2ccccc2C1)C(=O)OC(C)(C)C
 : -3%	2.1%	-2%	15%	12%	-3%	-0.6%	-4%	0.5%
9. CC1CC(C)(C)CC(=O)C1C(=O)c1ccccc1 (configuration not stated)
 : .	0.6%	.	7%	1%	-5%	.	.	4.1%
10. CCN(c1ccc(OC)cc1)S(=O)(=O)c1ccc2c(c1)CC(C)N2C(=O)C1CC1 (configuration not stated)
 : 10%	5.4%	15%	8%	6%	-5%	-1.6%	2%	0.5%
11. COc1ccc(Cl)cc1NC(=S)NCCN1CCOCC1
 : 12%	1.4%	-7%	7%	-2%	-12%	-0.6%	-4%	0.2%
12. O=C(O)C1CC(=O)N(C2CCCCC2)C1c1ccccc1 (configuration not stated)
 : -8%	0.4%	6%	3%	0%	-3%	5.2%	-3%	-2.2%
13. CN1CCN(S(=O)(=O)c2cccc(C(=O)N(Cc3ccccc3)c3ccccc3)c2)CC1
 : -14%	0.6%	-2%	0%	14%	-5%	-0.3%	-4%	-0.9%[50 µM]
14. COc1ccc(Nc2nc(NC(C)(C)C)nc(N3CCCC3)n2)c(OC)c1
 : -7%	15%	15%	4%	0%	-2%	-2.6%	14%	1.0%
15. CSC(=Nc1ccccc1)C(C#N)c1nc2ccccc2[nH]1 (configuration not stated)
 : -5%	2.3%	13%	20%	6%	5%	-0.5%	-4%	0.4%

Quoted at random: 2 entries already listed
Order of results: GPR35 arrestin U2OS	RSV CPE inhibition	GPR55 antagonists	MgcRacGAP inhibition	SV40 large T antigen	Dengue-2 NS5 capping	HIV peptide binding	Salmonella PhoP GFP	K1F lysis inhibition
1. O=C(/C=C/c1ccccc1)Oc1coc(CSc2ncccn2)cc1=O
 : -11%	1.0%	11%	15%	14%	4%	6.5%	0%	-0.2%
10. CCN(c1ccc(OC)cc1)S(=O)(=O)c1ccc2c(c1)CC(C)N2C(=O)C1CC1 (configuration not stated)
 : 10%	5.4%	15%	8%	6%	-5%	-1.6%	2%	0.5%

(list continues)
Order of results: GPR35 arrestin U2OS	RSV CPE inhibition	GPR55 antagonists	MgcRacGAP inhibition	SV40 large T antigen	Dengue-2 NS5 capping	HIV peptide binding	Salmonella PhoP GFP	K1F lysis inhibition
16. COCCn1cc(C(=O)c2cc(Br)ccc2O)cc(C#N)c1=O
 : 13%	0.4%	10%	9%	20%	-2%	2.2%	-8%	-0.2%
17. CCn1cc(C(=O)N(C)c2ccc(OC)cc2OC)c2cc(OC)c(OC)cc2c1=O
 : 6%	2.4%	-2%	-5%	7%	-5%	-0.6%	2%	0.2%[50 µM]
18. O=C(NC1CCS(=O)(=O)C1)c1cccc(S(=O)(=O)N2CCOCC2)c1 (configuration not stated)
 : -2%	0.6%	-1%	7%	2%	-2%	-1.7%	9%	0.2%[50 µM]
19. COc1cc(/C=C/C(=O)OCC(=O)N2c3ccccc3NC(=O)C2(C)C)cc(OC)c1OC
 : .	-0.6%	.	2%	.	-1%	.	.	0.0%[50 µM]
20. CC[n+]1ccccc1/C=C/Nc1ccccc1
 : 3%	-1.0%	0%	8%	2%	7%	-1.0%	-6%	-0.2%
21. Cc1c(/N=C(\[O-])Nc2ccc(Br)cc2)sn[n+]1C
 : 18%	10%	7%	.	7%	.	-0.9%	-4%	.
22. COC(=O)c1cc2c(-c3ccccc3)c(C)c3ccccn3c-2c1C(=O)OC
 : 29%	23µM*	2.6µM*	3%	9%	?	16%	-10%	-0.5%
23. CNC(=S)N(Cc1ccc2c(c1)OCO2)C1CC(=O)N(c2ccc(F)cc2)C1=O (configuration not stated)
 : -2%	-0.7%	-9%	2%	-9%	-7%	-1.3%	8%	2.3%
24. COC(=O)C1=NNC2C(=O)N(c3ccc(C)cc3)C(=O)C12 (configuration not stated)
 : 0%	1.9%	-8%	4%	24%	2%	-1.2%	-7%	0.3%
25. NC(=O)c1ccc(-n2c(CCC(=O)O)ccc2-c2cccs2)cc1
 : -9%	-1.3%	-12%	9%	10%	-12%	6.2%	9%	-0.3%
26. COc1ccc(C(CNC(=O)COc2ccccc2C)N2CCOCC2)cc1 (configuration not stated)
 : .	-1.3%	.	3%	8%	2%	.	8%	0.6%[50 µM]
27. NS(=O)(=O)c1cccc(NC(=O)COC(=O)CN2C(=O)C3CC=CCC3C2=O)c1 (configuration not stated)
 : 1%	-1.1%	2%	-2%	10%	2%	-1.1%	-1%	0.3%
28. O=C(c1cc2ccccc2oc1=O)N1CCN(C(=O)C2CCCO2)CC1 (configuration not stated)
 : -10%	0.7%	3%	1%	-1%	-3%	-1.9%	10%	-1.9%
29. O=C(CNC(=O)c1ccncc1)N/N=C/c1cccc([N+](=O)[O-])c1
 : 4%	1.2%	6%	4%	10%	-2%	1.2%	9%	0.0%
30. O=C(Nc1cccc(Cl)c1)c1nc[nH]c1C(=O)NCc1ccccc1
 : .	2.5%	.	-6%	.	1%	.	.	-0.1%
31. CCOC(=O)C1CCCN(C(=O)C2c3ccccc3Oc3ccccc32)C1 (configuration not stated)
 : 6%	5.1%	-6%	-1%	6%	?	1.0%	-2%	-0.1%
32. Cc1c(C)n(C(=O)CSc2ncn[nH]2)c2ccccc12
 : -15%	1.0%	14%	17%	22%	-5%	-1.2%	13%	0.8%
33. O=c1oc(-c2ccccc2)nc2c1cnn2-c1ccccc1
 : 0%	3.0%	-1%	-2%	3%	-3%	-0.5%	-12%	-1.4%
34. O=c1c(Cc2ccccc2)c(O)ccn1C1CCCCCCC1
 : -10%	13%	-3%	-7%	6%	-2%	1.2%	-14%	0.1%
35. O=C(Nc1ccccc1O)c1c(O)c2c([nH]c1=O)CCCC2
 : 14%	?	4%	3%	7%	5%	-1.1%	5%	-1.2%
36. CCOC(=O)CSc1nnc(-c2ccc(S(=O)(=O)N3CCC(C)CC3)cc2)o1
 : 0%	0.5%	18%	8%	14%	2%	-0.5%	4%	0.1%
37. CC(/C=C1\NC(=S)NC1=O)=C\c1ccccc1
 : -10%	?	-9%	9%	11%	-7%	-0.1%	3%	0.5%
38. Cc1onc(-c2c(F)cccc2Cl)c1C(=O)ONC(=O)c1ccco1
 : -10%	1.1%	2%	5%	11%	10%	2.0%	-3%	0.6%
39. COc1ccc(CCn2c(C)cc3c(c2=O)C(c2ccncc2)C(C#N)=C(N)O3)cc1OC (configuration not stated)
 : 9%	.	0%	15%	22%	3%	-0.1%	-9%	1.4%
40. CC1CCCN(C(=O)C2CCN(Cc3ccc4c(c3)OCO4)CC2)C1 (configuration not stated)
 : -4%	-0.6%	-5%	5%	3%	-7%	0.5%	5%	2.3%
41. CS(=O)(=O)Nc1ccccc1C(=O)Nc1cc2c(cc1C(=O)O)OCCCO2
 : 5%	3.2%	42%	5%	21%	-1%	3.6%	-2%	-0.2%
42. C/C(=N\NC(=S)NC1CCCCC1)c1ccc(Cl)c(Cl)c1
 : 2%	0.2%	-8%	3%	4%	1%	-0.4%	-3%	0.3%
43. COc1cccc(CN2CCC(C(=O)N3CCC(C)CC3)CC2)c1
 : 10%	-1.7%	10%	162µM*	5%	-7%	-1.0%	-13%	0.2%
44. CCN(CC)c1ccc(C2NC(=O)NC(C)=C2C(=O)Nc2ccccc2)cc1 (configuration not stated)
 : -2%	-0.2%	-3%	10%	-7%	-8%	0.9%	2%	0.1%
45. O=C1NC(=Nc2ccc(Cl)cc2)/C(=C/c2ccco2)S1
 : 12%	3.1%	3%	4%	11%	.	72%	-7%	2.3%
46. O=C(O)CCn1c(=S)n(CCC(=O)O)c2ccccc21
 : -2%	1.0%	6%	2%	5%	2%	-2.0%	-3%	0.5%[50 µM]
47. CCN(CC)C(=O)/C(NC(=O)c1ccccc1)=C(/Sc1ncccn1)c1ccccc1
 : -8%	1.0%	38%	9%	19%	-4%	-0.5%	7%	1.8%
48. Cc1ccc(S(=O)(=O)N2CCC(C(=O)N/N=C/c3ccncc3)CC2)cc1
 : 14%	-0.5%	1%	2%	6%	-5%	0.6%	-1%	0.0%

Limited to MgcRacGAP inhibition, HIV peptide binding and GPR55 antagonists (4 entries from above):
nr	Molecule	MgcRacGAP inhibition	HIV peptide binding	GPR55 antagonists
31	CCOC(=O)C1CCCN(C(=O)C2c3ccccc3Oc3ccccc32)C1 (configuration not stated)	-1%	1.0%	-6%
48	Cc1ccc(S(=O)(=O)N2CCC(C(=O)N/N=C/c3ccncc3)CC2)cc1	2%	0.6%	1%
41	CS(=O)(=O)Nc1ccccc1C(=O)Nc1cc2c(cc1C(=O)O)OCCCO2	5%	3.6%	42%
43	COc1cccc(CN2CCC(C(=O)N3CCC(C)CC3)CC2)c1	162µM*	-1.0%	10%
